DENV2 CPE = protects cells from dengue virus 2 cytopathic effect; DENV2-infected cells, cytopathic effect rescue, plate reader; CPE inhibition, % at 9.99 µM; 350,000 tested, 1.7% active; AID 651640; in the data active = CPE inhibition above about 20%, passing the limit was not always enough; inconclusive = no clear call, values can overlap the other calls; tested in BHK-21 cells;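 also: 0% = median of neutral control wells and 100% = median of positive control wells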
ERp5 inh = inhibitors of human ERp5. ERp5 insulin aggregation, absorbance 650 nm, 90 min. inhibition, % at 9.99 µM. 350,000 tested, 0.05% active;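 active = mean replicate inhibition above about 25%, with every replicate also reaching it, limit read from the data, passing the limit was not always enough; inconclusive = only one of those two criteria met; inactive = neither criterion met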
Target sequence (Q15084 whole entry, looked up): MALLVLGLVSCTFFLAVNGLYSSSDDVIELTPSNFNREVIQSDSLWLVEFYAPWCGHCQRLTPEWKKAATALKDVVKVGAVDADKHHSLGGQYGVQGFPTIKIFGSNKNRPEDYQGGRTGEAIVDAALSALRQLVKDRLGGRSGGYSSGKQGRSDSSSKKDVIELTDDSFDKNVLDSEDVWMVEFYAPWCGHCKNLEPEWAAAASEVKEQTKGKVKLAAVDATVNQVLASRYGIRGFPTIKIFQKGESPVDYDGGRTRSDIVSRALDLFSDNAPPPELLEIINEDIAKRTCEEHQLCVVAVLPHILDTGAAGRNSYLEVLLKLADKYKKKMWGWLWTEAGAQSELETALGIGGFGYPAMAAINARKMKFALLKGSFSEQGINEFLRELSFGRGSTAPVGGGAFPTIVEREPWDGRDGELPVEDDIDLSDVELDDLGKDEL
SIRT5 block = inhibitors of human sirtuin-5 desuccinylase. 330,000 tested, 1.1% active. inhibition, % at 15 µM. Q9NXA8. Purified SirT5, succinyl-peptide AMC, trypsin-coupled fluorescence; in the data active = inhibition above about 15%; inconclusive = no clear call, values can overlap the other calls
Target sequence (Q9NXA8 whole entry, looked up): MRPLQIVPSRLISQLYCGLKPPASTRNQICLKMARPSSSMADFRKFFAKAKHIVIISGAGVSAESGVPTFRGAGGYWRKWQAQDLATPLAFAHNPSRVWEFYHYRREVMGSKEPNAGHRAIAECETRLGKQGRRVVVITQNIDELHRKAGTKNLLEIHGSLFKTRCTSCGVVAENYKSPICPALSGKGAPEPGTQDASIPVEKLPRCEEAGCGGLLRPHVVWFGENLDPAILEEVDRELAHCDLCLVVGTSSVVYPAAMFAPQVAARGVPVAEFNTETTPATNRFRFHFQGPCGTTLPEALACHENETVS
E-sel inducer = E-selectin induction on HUVECs | P16581 | HUVEC E-selectin immunofluorescence imaging; normalized: neutral wells 0, TNF-alpha wells 100 | activation, % at 7.58 µM | 260,000 tested, 0.37% active | AID 686992;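 active = mean E-selectin-positive cell signal at least 10% of the positive control, reached in at least 60% of replicates, without over 20% cell loss; inconclusive = no rule given, readout overlaps actives, possibly toxicity-flagged; inactive = the rest, including those meeting only one limit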;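 also: in these data hits start at about 27%; measured in HUVEC primary endothelial cells; signal is the percent of cells scored E-selectin positive by PE staining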
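Material: HUVEC primary endothelial cells; Amount: 3,000 cells per well; Dosing: single concentration; Medium: EGM-2 growth medium on 0.1% gelatin-coated wells; Read-out basis: percent E-selectin-positive cells; Signal: immunofluorescence imaging; Control set: TNF-alpha, DMSO.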
PglD DTNB = PglD (C. jejuni) enzyme inhibition; purified PglD enzyme, DTNB colorimetric CoA detection; inhibition, % at 12.5 µM; 360,000 tested, 0.098% active; AID 602405; in the data active = inhibition above about 16%, passing the limit was not always enough; inconclusive = no clear call, values can overlap the other calls; also: strong numbers were not always called active
C2C12 statin = suppressors of simvastatin-induced myotoxicity in C2C12 myotubes. 330,000 tested, 0.78% active. rescue of ATP level, % at 7.49 µM. ATP luminescence, 48 h; scaled: DMSO 0, geranylgeraniol control 100;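 active = mean ATP rescue above about 67%, or every replicate alone reaching that limit, limit read from the data, passing the limit was not always enough; inconclusive = no clear call, values can overlap the other calls; inactive = mean under the limit and some replicate under it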;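 also: myotubes were challenged with 10 µM simvastatin during compound exposure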
S100A4 MyoIIA = S100A4-myosin IIA interaction inhibition. inhibition, % at 10.7 µM. 360,000 tested, 0.14% active. P26447. S100A4/TAMRA-MyoIIA peptide fluorescence polarization;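 active = mean inhibition of at least 70% across replicates, with every replicate also reaching that level; inconclusive = mean inhibition reaches 70% but some replicates fall short; inactive = mean inhibition below 70%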
Target sequence (P26447 whole entry, looked up): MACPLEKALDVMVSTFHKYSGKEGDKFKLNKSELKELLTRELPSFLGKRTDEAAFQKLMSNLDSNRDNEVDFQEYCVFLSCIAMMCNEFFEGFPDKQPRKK
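Test system: S100A4 monomer protein; Medium: HEPES pH 7.2 with CaCl2, KCl, NaCl, DTT, Triton; Probe or stimulus: TAMRA-labelled myosin IIA heavy-chain peptide probe, 5 nM; Doses: one dose per compound; Times: polarization read 5 min after assay mix addition, stable 5–60 min; Benchmarks: neutral control DMSO, positive control TFP.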
* marks the source's active call; other numbers are inactive results; ? = inconclusive; · = not tested or not shown.

SMILES	DENV2 CPE	ERp5 inh	SIRT5 block	E-sel inducer	PglD DTNB	C2C12 statin	S100A4 MyoIIA
Cc1ccccc1S(=O)(=O)N1CC(=O)N2[C@@H](CO)[C@H](c3ccc(C#CCC4CCCC4)cc3)[C@@H]2C1	-1	-7	16*	-0.8	·	·	-21
COc1cccc(CNC(=O)C2CCN(S(=O)(=O)c3ccc4c(c3)CC(C)N4C(=O)C3CC3)CC2)c1 (centres undefined)	1	0	-1	·	·	2	0
COc1ccc(COC(=O)c2ccc(Br)c(S(=O)(=O)N3CCOCC3)c2)cc1F	-2	4	-2	0.0	12	5	-5
CCN(CC(=O)Nc1ccc(NC(C)=O)cc1)C(=O)C12CC3CC(CC(Cl)(C3)C1)C2	-1	-1	-4	0.2	3	-4	-2
Cc1cccc(NC(=O)c2cccc(S(=O)(=O)N3CCCCC3)c2)c1	4	-5	-6	1.2	-7	-14	4
S=C(Nc1ccc(Nc2ccccc2)cc1)Nc1ccccn1	-2	-7	1	·	·	·	-2
C[C@@H]1CCCCO[C@H](CN(C)C(=O)Nc2ccccc2)[C@H](C)CN([C@H](C)CO)C(=O)c2cc(NS(C)(=O)=O)ccc2O1	-10	1	-2	-0.1	-2	·	-1
CO[C@@H]1CN(C)C(=O)c2cc(NC(=O)Nc3cccc(Cl)c3)ccc2OC[C@H](C)NC[C@H]1C	-3	0	0	0.2	-1	-54	1
C[C@H]1CN([C@@H](C)CO)C(=O)c2cc(-c3ccc(F)cc3)cnc2O[C@@H]1CN(C)S(C)(=O)=O	2	-1	-2	0.2	5	1	5
C[C@H]1CN([C@@H](C)CO)C(=O)Cc2cc(NC(=O)c3ccncc3)ccc2O[C@H]1CN(C)C(=O)Nc1ccc(C(F)(F)F)cc1	-9	5	-1	33*	4	-32	?

Reformatted as comma-separated lines: entries from further up
structure,DENV2 CPE,ERp5 inh,SIRT5 block,E-sel inducer,PglD DTNB,C2C12 statin,S100A4 MyoIIA
Cc1ccccc1S(=O)(=O)N1CC(=O)N2[C@@H](CO)[C@H](c3ccc(C#CCC4CCCC4)cc3)[C@@H]2C1,-1,-7,16*,-0.8,·,·,-21
COc1cccc(CNC(=O)C2CCN(S(=O)(=O)c3ccc4c(c3)CC(C)N4C(=O)C3CC3)CC2)c1 (centres undefined),1,0,-1,·,·,2,0
COc1ccc(COC(=O)c2ccc(Br)c(S(=O)(=O)N3CCOCC3)c2)cc1F,-2,4,-2,0.0,12,5,-5
CCN(CC(=O)Nc1ccc(NC(C)=O)cc1)C(=O)C12CC3CC(CC(Cl)(C3)C1)C2,-1,-1,-4,0.2,3,-4,-2
Cc1cccc(NC(=O)c2cccc(S(=O)(=O)N3CCCCC3)c2)c1,4,-5,-6,1.2,-7,-14,4
S=C(Nc1ccc(Nc2ccccc2)cc1)Nc1ccccn1,-2,-7,1,·,·,·,-2
C[C@@H]1CCCCO[C@H](CN(C)C(=O)Nc2ccccc2)[C@H](C)CN([C@H](C)CO)C(=O)c2cc(NS(C)(=O)=O)ccc2O1,-10,1,-2,-0.1,-2,·,-1
CO[C@@H]1CN(C)C(=O)c2cc(NC(=O)Nc3cccc(Cl)c3)ccc2OC[C@H](C)NC[C@H]1C,-3,0,0,0.2,-1,-54,1
C[C@H]1CN([C@@H](C)CO)C(=O)c2cc(-c3ccc(F)cc3)cnc2O[C@@H]1CN(C)S(C)(=O)=O,2,-1,-2,0.2,5,1,5

Next section.
SMILES	DENV2 CPE	ERp5 inh	SIRT5 block	E-sel inducer	PglD DTNB	C2C12 statin	S100A4 MyoIIA
CCOC(=O)N1CCN(Cc2nc3cc([N+](=O)[O-])ccc3n2C)CC1	-4	6	0	-0.1	-8	-10	-12
C[C@H](CO)N1C[C@H](C)[C@@H](CN(C)Cc2ccc(Cl)c(Cl)c2)Oc2c(NC(=O)C3CCCCC3)cccc2C1=O	7	2	3	0.2	0	-36	-9
COCC#Cc1cnc2c(c1)C(=O)N([C@H](C)CO)C[C@@H](C)[C@H](CN(C)Cc1ccc(F)cc1)O2	4	-2	-3	1.3	1	8	11
OCc1cccc(Nc2ncnc3sc4c(c23)CCCCC4)c1	2	0	-7	0.1	·	-9	0
Cc1nc(Oc2ccc(Cl)cc2)c2oc3ccccc3c2n1	·	3	13	·	-2	-5	-1
COc1ccc(NC(=O)COc2ccc(S(=O)(=O)N3CCOCC3)cc2C)cc1OC	17	6	-10	-0.1	1	-4	-1
COc1cccc(S(=O)(=O)N(C)C[C@@H]2Oc3cc(C4=CCCCC4)ccc3S(=O)(=O)N([C@H](C)CO)C[C@H]2C)c1	2	1	37*	-0.3	-3	-59	26
O=C(/C=C/c1cccc(Br)c1)OCC(=O)N1CCN(c2ccccc2)CC1	-5	12	-2	·	0	-7	0
CC(C)(C)c1ccccc1NC(=O)Nc1nc(C(N)Cc2ccc(F)cc2)cs1 (centres undefined)	0	1	0	1.6	4	-21	-6
COc1ccc(Cn2c(=S)[nH]c3cc(C(=O)N4CCCCC4)ccc3c2=O)cc1	-4	2	17*	0.5	-1	5	-4
CCOC(=O)C1=CCC2C(=O)N(C3CCCCC3)C(=O)C12 (centres undefined)	?	2	18*	-0.2	-3	-3	11
COc1ccccc1/C=C/C=N/n1c(-c2ccc(Cl)cc2Cl)n[nH]c1=S	2	0	-2	·	·	·	0
CCC(C)[C@H](NC(=O)C1CC(=O)N(c2ccc(OC)cc2)C1)C(=O)N1CCCCC1 (some centres undefined)	-2	-7	-4	·	-2	6	-3
O=C(COC(=O)c1ccc(S(=O)(=O)N2CCCC2)cc1)NCc1ccccc1	·	5	2	·	-1	3	-2
COc1ccc2c(c1)C(=O)N(c1ccccc1OC)C(=O)C2	12	-7	-5	·	·	·	1
COc1ccc(Br)c(C(=O)OCC(=O)N2CCC(Cc3ccccc3)CC2)c1	1	16	-3	-0.1	-8	-1	-2
CC(C)(C)c1nnc(NS(=O)(=O)c2ccc([N+](=O)[O-])cc2)s1	-6	3	-3	·	3	2	-2
O=C1Nc2ccc(S(=O)(=O)N3CCCC3C(=O)O)c3cccc1c23 (centres undefined)	10	0	·	-0.1	-3	-7	1
O=C(C[C@H]1CC[C@H](NS(=O)(=O)c2ccccc2)[C@@H](CO)O1)NCCN1CCCCC1	-10	9	-2	1.8	-2	6	8
Cc1cc(O)ccc1NC1=CC(=O)CC(C)(C)C1	5	7	9	-1.4	·	·	0
CCCN1C(=O)/C(=c2\sc3nc(=O)c(Cc4ccc(C)cc4)nn3c2=O)c2ccccc21	0	0	-2	0.5	·	12	-1
CCc1ccc(CN(C)C(C)C(=O)NCc2ccccc2)cc1 (centres undefined)	7	7	-1	·	-3	20	2
O=C(c1ccc2c3c(cccc13)CC2)N1CCN(c2ncccn2)CC1	-8	-2	-3	·	3	-7	-1
O=C(CN1C(=O)NC2(CCOc3ccccc32)C1=O)N1CCCCC1 (centres undefined)	7	0	-1	·	0	-4	0
C[C@@H]1CN([C@H](C)CO)C(=O)Cc2cc(NS(=O)(=O)c3ccc(F)cc3)ccc2O[C@H]1CN(C)S(=O)(=O)c1cn(C)cn1	5	20	-8	0.6	0	9	4
Cc1ccc2c(c1)N(CC(=O)NCCCN1CC(C)CC(C)C1)C(=O)c1cccnc1O2 (centres undefined)	-4	-3	·	0.0	2	-13	1
O=C1CCc2cc(NS(=O)(=O)c3cc(F)ccc3F)cc3c2N1CC3	2	-4	-3	·	-2	7	-3
CCCS(=O)(=O)NC(=O)C1(C)CCN(C(=O)Cc2ccc3ccccc3c2)C1 (centres undefined)	-3	0	4	-0.4	4	-7	7
CC12CCC(c3c(C(=O)N4CCOCC4)nn(-c4ccccc4)c31)C2(C)C (centres undefined)	12	18	6	3.2	·	·	-2
Cc1ccc(S(=O)(=O)N(C)C[C@H]2OCCCC[C@@H](C)Oc3ccc(NC(=O)c4ccccc4)cc3C(=O)N([C@@H](C)CO)C[C@@H]2C)cc1	1	-1	5	·	-5	·	0
C[C@H]1CN([C@@H](C)CO)C(=O)c2cc(NC(=O)Cn3cnnn3)ccc2O[C@@H]1CN(C)C(=O)Nc1cccc2ccccc12	-9	7	2	-4.8	-3	34	-32
O=C(O)C(Cc1c[nH]c2ccccc12)N1Cc2ccccc2C1=O (centres undefined)	-5	1	-6	·	3	11	6
COc1cc(N)c2ncccc2c1SC	-2	4	-4	0.3	·	·	9
COCCN(CCOC)C(=S)Nc1cc(S(=O)(=O)N(C)C)ccc1C	4	7	-1	-0.1	4	-7	8
CO[C@@H]1CN(C)C(=O)c2cc(NC(=O)NC(C)C)ccc2OC[C@H](C)NC[C@@H]1C	·	·	·	-0.2	-16	6	·
CCOCCCn1c(SCC(=O)NCc2ccc3c(c2)OCO3)nc2ccccc2c1=O	17	2	-3	·	·	9	-7
O=C(C[C@@H]1CC[C@@H]2[C@H](COC[C@H](O)CN2Cc2nccs2)O1)N1CCC(Cc2ccccc2)CC1	-3	·	·	-0.1	-7	61	·
O=C(NCCN1CCOCC1)c1ccc2c(c1)N(Cc1ccc(F)cc1)C(=O)c1ccccc1S2(=O)=O	?	2	-5	1.2	0	-14	25
COCCCNC(=O)Cn1cc(/C=C(\C#N)C(=O)NC2CC2)c2ccccc21	-2	-3	-3	·	6	0	-1
COc1ccc(C(C(=O)NC(C)(C)C)n2c(-c3ccc(=O)[nH]c3)nc3ccccc32)cc1 (centres undefined)	?	1	·	-0.1	·	·	2
CN(C(=O)COC(=O)/C=C/c1ccc(S(=O)(=O)N2CCc3ccccc32)cc1)C1CCS(=O)(=O)C1 (centres undefined)	3	-1	0	·	3	·	-4
COc1ccc2c(C)cc3nncn3c2c1	-2	1	0	·	·	·	-24
O=C(NCc1ccccc1C(F)(F)F)C1CC(c2cccc(F)c2)=NO1 (centres undefined)	10	10	-2	0.0	-1	4	1
COC(=O)Cc1ccc(NC(=S)N2CCN(c3ccccn3)CC2)cc1	4	4	·	·	-10	2	1
COC(=O)c1cc(NC(=O)c2cc(-c3ccccc3Cl)oc2C(F)(F)F)ccc1N1CCOCC1	0	-4	0	3.8	-3	-11	-1
CCOc1ccccc1N1CCN(C(=O)c2ccc(S(=O)(=O)Nc3ccccc3)cc2)CC1	4	-9	-4	·	-2	-15	0
COc1cccc(CN(C)CC2CCCN(CCc3ccc(Cl)cc3)C2)c1OC (centres undefined)	0	1	-2	·	-2	-17	-12
COC(=O)C1=C(COc2ccccc2)NC(=O)NC1c1ccc(Br)cc1 (centres undefined)	?	0	·	·	-6	15	-18
CC(Sc1nncn1C)C(=O)Nc1nnc(C(C)C)s1 (centres undefined)	-10	-2	-2	·	-3	3	-4
Cc1ccc(S(=O)(=O)Nc2ccc3c(c2)C(=O)N([C@@H](C)CO)C[C@@H](C)[C@@H](CN(C)S(=O)(=O)c2ccccc2)O3)cc1	-6	-2	6	0.5	1	-31	-9
The list continues.
SMILES	DENV2 CPE	ERp5 inh	SIRT5 block	E-sel inducer	PglD DTNB	C2C12 statin	S100A4 MyoIIA
C[C@@H]1CN([C@H](C)CO)C(=O)c2cc(NC(=O)Cn3cnnn3)ccc2O[C@@H]1CN(C)C(=O)Nc1ccccc1	7	-1	2	-0.3	-2	·	-5
COc1cc2c(cc1OC)C1(CCCCC1)CN(C)C2	-7	-5	-2	0.0	1	·	-11
Oc1ccc(Br)cc1C=Nc1ccc2c3c(cccc13)CC2	0	4	·	·	·	·	31
CC(C)c1nnc(NC(=O)COc2ccc3c(c2)OCO3)s1	-4	-2	2	0.1	0	2	0

High-throughput results deposited in PubChem BioAssay by Broad Institute.

An excerpt (hit frequency here may not be typical).
